GALK inhibitor – qHTS Assay for Inhibitors of Human Galactokinase (GALK); P51570; 270,000 compounds, 0.007% hits; AID 1868, 2009; Potency, µM (highest dose often 57.5 µM), without a hit: at the top dose activity change, negative = inhibition, hits mostly inhibitors; Purified GALK, Kinase-Glo residual ATP luminescence; further: potency means the concentration at half of the fitted maximal effect; on the % scale 0 is the no-effect control and ±100 the full control effect
Target sequence (P51570 whole entry, looked up): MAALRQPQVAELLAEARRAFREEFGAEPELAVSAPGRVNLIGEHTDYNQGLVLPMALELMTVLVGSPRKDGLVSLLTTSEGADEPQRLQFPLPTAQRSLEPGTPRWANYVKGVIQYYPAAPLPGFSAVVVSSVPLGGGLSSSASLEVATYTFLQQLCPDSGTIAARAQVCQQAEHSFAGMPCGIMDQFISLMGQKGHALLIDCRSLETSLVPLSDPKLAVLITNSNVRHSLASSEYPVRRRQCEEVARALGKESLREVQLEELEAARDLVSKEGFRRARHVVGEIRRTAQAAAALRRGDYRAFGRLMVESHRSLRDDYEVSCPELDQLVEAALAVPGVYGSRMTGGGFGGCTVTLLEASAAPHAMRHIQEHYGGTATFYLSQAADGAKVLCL
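GALK at 5 nM final was combined with compound, 35 uM ATP and 100 uM galactose in HEPES pH8.0 with MgCl2 and DTT. The reaction ran one hour at room temperature before luminescent ATP detection.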
ASM inhibitor – Inhibitors of Secretory Acid Sphingomyelinase (S-ASM): qHTS; 340,000 compounds, 0.006% hits; Sphingomyelin phosphodiesterase (Homo sapiens), P17405; placental ASM, HMU-PC fluorogenic substrate, 60 min; Potency, µM (doses to about 57.5 µM), for the others: top-dose activity change, negative = inhibition, actives largely listed as inhibitors; further: potency means the concentration at half of the fitted maximal effect
Target sequence (P17405 47-631 limits assumed): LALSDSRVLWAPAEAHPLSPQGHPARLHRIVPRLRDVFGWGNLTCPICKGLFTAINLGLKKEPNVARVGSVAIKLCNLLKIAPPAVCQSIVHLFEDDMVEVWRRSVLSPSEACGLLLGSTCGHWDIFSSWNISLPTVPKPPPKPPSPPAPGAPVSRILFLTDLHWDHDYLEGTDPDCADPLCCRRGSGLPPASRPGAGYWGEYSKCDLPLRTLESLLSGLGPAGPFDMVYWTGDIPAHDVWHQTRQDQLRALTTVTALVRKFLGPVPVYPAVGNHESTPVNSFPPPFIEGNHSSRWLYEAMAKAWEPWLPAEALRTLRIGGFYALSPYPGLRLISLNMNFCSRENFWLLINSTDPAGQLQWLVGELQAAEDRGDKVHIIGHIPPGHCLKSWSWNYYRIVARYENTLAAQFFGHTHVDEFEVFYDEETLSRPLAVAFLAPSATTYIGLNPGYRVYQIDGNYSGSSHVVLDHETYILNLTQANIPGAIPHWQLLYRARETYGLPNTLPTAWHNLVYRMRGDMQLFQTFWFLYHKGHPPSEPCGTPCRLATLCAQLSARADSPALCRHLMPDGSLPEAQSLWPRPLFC
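Fluorogenic HMU-PC substrate (9 uM final) is turned over by placental ASM in 60 min at 37 C after a 10 min compound preincubation. Reaction ended by alkaline stop (pH 10), with fluorescence read at 386/447 nm.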
Menin MLL FP TR – qHTS Assay for Inhibitors Targeting the Menin-MLL Interaction in MLL Related Leukemias: Competition With Texas Red Labeled MLL-derived Mutant Peptide; AID 1768, 2009; 270,000 compounds, 0.23% hits; Potency, µM (series often up to 61.6 µM), without a hit: at the highest dose FP activity change, negative = inhibition, actives largely listed as inhibitors; O00255; Menin + Texas Red MLL mutant peptide, fluorescence polarization; active means well fitted inhibition curve with a large enough effect in the polarisation, with a control signal flat, not every such curve was filed as active; inconclusive means small, poorly fitted or top-dose-only effect, or effect the other way, or a change in a side signal; inactive means no such curve, though single readings can be large or run the other way; the % refers to the polarisation; further: potency means the concentration at half of the fitted maximal effect; % of control where 0% means no effect; many of its hits are not listed in these tables
Integrin act MD – qHTS for Activators of Integrin-Mediated Alleviation for Muscular Dystrophy. 350,000 compounds, 0.064% hits. Potency, µM (series often up to 38.3 µM), for the others: at the top dose activation, actives largely listed as activators. AID 624291, 2012. alpha7betagal myoblasts, beta-gal FDG fluorescence, 48 h;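 further: potency means the concentration at half of the fitted maximal effect; 100% = response of the positive control SU9516; nearly all actives have a fitted effect of over 60% in size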
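Alpha7betagal+/- myoblasts (passage 13) were plated 16-24 hr, then exposed to compounds (1:260 dilution of DMSO stock) for 48 hours at 37C. After MPER lysis, β-galactosidase reporter activity was read as FDG fluorescence (ex 480/em 540) after 30 minutes.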
PKM2 act – qHTS Assay for Activators of Human Muscle isoform 2 Pyruvate Kinase; Potency, µM (doses to about 57.5 µM), without a hit: top-dose activation, hits mostly activators; 260,000 compounds, 0.34% hits; purified PKM2, Kinase-Glo ATP luminescence, activation; response scale: 0% is enzyme alone, no compound; further: potency means the concentration at half of the fitted maximal effect; on the % scale 0 is the no-effect control and ±100 the full control effect; nearly all actives have a fitted effect of over 55% in size
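Purified hPK-M2 (>95%) run at intermediate activity with 0.1 mM ADP and 0.5 mM PEP in 50 mM imidazole pH 7.2, KCl, MgCl2; 1 h room temperature. ATP formed read by Kinase-Glo luminescence; normalized to uninhibited and no-enzyme controls.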
BCR signal inh – qHTS Assay to Find Inhibitors of Chronic Active B-Cell Receptor Signaling. ABC-DLBCL IkBa-CBG/CBR reporter, luminescence ratio, 4 h. Potency, µM (titrated, usually from 46.1 µM), inactives show at the highest dose ratio change, negative = lower green/red ratio, most hits filed as inhibitors. 340,000 compounds, 0.05% hits. AID 493014, 2011; active means well fitted inhibition curve with a large enough effect in the signal ratio, with a control signal flat, not every such curve was filed as active; inconclusive means small, poorly fitted or top-dose-only effect, or effect the other way, or a change in a side signal; the % refers to the signal ratio;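 further: potency means the concentration at half of the fitted maximal effect; plate controls were basal doxycycline-induced cells for no effect and cells given 10 µM MG132 for full effect; MG132 reads +100%, hits lower the ratio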
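TMD8 ABC-DLBCL cells carrying doxycycline-inducible green luciferase fused to IkappaBalpha plus unfused red luciferase were exposed to compounds (up to 46 uM) for 4 hrs at 37C. Activity came from the overlap-corrected green/red luminescence ratio.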
B2AR arrestin – qHTS assay of beta-arrestin-biased ligands of beta2-adrenergic receptor; Beta-2 adrenergic receptor (Homo sapiens), P07550; beta-arrestin recruitment to beta2AR, cell-based reporter; Potency, µM (doses to about 46.1 µM), for the others: top-dose activation, most hits filed as activators; 330,000 compounds, 0.02% hits; AID 492947, 2010;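 further: potency means the concentration at half of the fitted maximal effect; 0% = DMSO controls and full agonism = EC100 isoproterenol or metaproterenol; nearly all actives have a fitted effect of over 65% in size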
TSG101-PTAP inh – qHTS Assay for Iinhibitors of HIV-1 Budding by Blocking the Interaction of PTAP/TSG101 | Tumor susceptibility gene 101 protein (Homo sapiens), Q99816 | Fluorescence polarization, FITC-PTAP peptide / Tsg101 binding | Potency, µM (doses to about 115 µM), inactives show top-dose activity change, negative = inhibition, most hits filed as inhibitors | 340,000 tested, under 10 active | AID 493005, 2010; active means well fitted inhibition curve with a large enough effect in the main read-out, with a control signal flat, not every such curve was filed as active; inconclusive means small, poorly fitted or top-dose-only effect, or effect the other way, or a change in a side signal; inactive means no such curve, though single readings can be large or run the other way; further: potency means the concentration at half of the fitted maximal effect; % of control where 0% means no effect
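FP read-out: FITC-PTAP peptide, 50 nM final, binding Tsg101 binding domain, 10 uM final; 20 min, r.t.; 10 mM HEPES pH 7.5, 0.15 M NaCl, 0.01% Tween 20, 3 mM EDTA, 0.1 mM TCEP.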
Tb PFK inh – qHTS Assay to Find Inhibitors of T. brucei phosphofructokinase. Potency, µM (top dose mostly 57.5 µM), without a hit: at the top dose activity, negative = inhibition, actives largely listed as inhibitors. ATP-dependent 6-phosphofructokinase (Trypanosoma brucei brucei), O15648. T. brucei PFK, ADP-Glo luminescence. 330,000 compounds, 0.17% hits;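 further: potency means the concentration at half of the fitted maximal effect; 0% = uninhibited 1x PFK enzyme wells and -100% = no-enzyme wells; nearly all actives have a fitted effect of over 60% in size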
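ADP-Glo luminescence quantified ADP after 45 min at room temperature, with 1.25 nM T. brucei PFK, 0.1 mM ATP and 0.5 mM fructose-6-phosphate in pH 8.0 TEA buffer. qHTS titrations up to 57 µM; curves classified by quality.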
Coupling enz – qHTS Assay for Inhibitors of Fructose-1,6-bisphosphate Aldolase from Giardia Lamblia: Coupling assay counterscreen; AID 2472, 2010; activity change, negative = inhibition, % at 58.2 µM, hits read low; coupling enzyme system counterscreen, AmpLite Red fluorescence; 290,000 compounds, 0.67% hits; in the data active means activity change below about -30%; further: on the % scale 0 is the no-effect control and ±100 the full control effect
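First, compound is pin-transferred into glyceraldehyde-3-phosphate coupling-enzyme reagent at 57.5 uM final and held 10 min at RT. Next, substrate, coupling system and AmpLite Red are added. After 20 min RT, fluorescence (525/598 nm) is read.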
Giardia kill – Small Molecules that selectively kill Giardia lamblia: qHTS; Giardia lamblia trophozoite viability; activity change, % at 7.66 µM, hits read low; 340,000 compounds, 0.15% hits; AID 540267, 2011; in the data active means activity change below about -80%; inconclusive means between about -30% and that limit;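 further: parasites exposed to compound for two days anaerobically before the ATP read; on the % scale 0 is the no-effect control and ±100 the full control effect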
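Giardia lamblia trophozoites (100 cells/well) were incubated with compounds for 48 h at 37 deg C under anaerobic conditions. Viability was read as ATP content by one-step luminescence after 15-30 min at room temperature.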
Active calls of the source: *; ? = inconclusive; . = no result given; [ ] = dose if it differs, or a comment. Unless noted, the call rests on the fitted dose curve; in most records, active means well fitted curve in the direction sought with a large enough effect; inconclusive means small, poorly fitted or top-dose-only effect, or another doubt; inactive means no such curve, though single readings can be large; an effect the other way counts as inactive or inconclusive. Not all compounds are listed, so the mix of outcomes need not match the whole.

Structure | GALK inhibitor | ASM inhibitor | Menin MLL FP TR | Integrin act MD | PKM2 act | BCR signal inh | B2AR arrestin | TSG101-PTAP inh | Tb PFK inh | Coupling enz | Giardia kill
CC(C)N(Cc1ccccc1)C(=S)Nc1cccnc1 | 0% | -1% | -16% | -23% | -7% | 12% | -0.5% | 2% | -11% | 2 | 9
COC(=O)/C=C/c1c(C)[nH]c(=O)[nH]c1=O | . | 0% | . | -11% | -4% | 7% | -0.4% | -6% | -1% | 0 | -13
COc1ccc2c(c1)c1ncn(Cc3ccccn3)c(=O)c1n2C | 4% | 280%[activator] | . | -31% | 9% | ? | -0.4% | -8% | -3% | 3 | -4
CCOC(=O)Cn1cncc1-c1ccc([N+](=O)[O-])cc1 | 0% | -3% | 2% | -18% | -12% | 1% | -0.5% | 0% | -1% | -7 | 3
Cc1cccc(-n2cc(-c3ccc([N+](=O)[O-])cc3)[nH]c2=S)c1 | -2% | -7% | ? | -14% | 8% | 13% | 0.1% | 0% | 4% | 6 | -11
CCC(C)(C)NC(=O)C(c1ccc(OC)cc1)N(C(=O)CCC(=O)Nc1cc(C)on1)c1ccc2c(c1)OCCO2 (centres undefined) | -2% | -2% | -19% | -82%[inhibitor] | 2% | 1% | -0.3% | -3% | 0% | 0 | 1
CC(C)(CO)C(O)C(=O)NCCC#N (centres undefined) | 7% | -4% | 5% | -18% | 0% | 3% | 0.5% | -1% | -2% | 3 | 9
Cc1c(Cl)cccc1N1C(=O)c2ccccc2C1=O | -1% | -2% | -29% | -29% | -6% | ? | -0.1% | -7% | 4% | 2 | 8
O=C(NC1CCCCCCC1)C1CCN(S(=O)(=O)N2CCCC2)CC1 | -1% | -1% | 2% | 3% | -1% | -4% | 0.1% | -4% | 0% | 2 | 12
Cc1ccc(N2C(=O)Nc3ccc(Br)cc3C2(O)C(=O)NCCCN(C)C)cc1C (centres undefined) | 2% | 0% | -24% | 22% | 4% | 10% | -0.1% | -3% | 0% | -2 | 18
O=S(=O)(Nc1ccc(-c2cn3ccccc3n2)cc1)c1ccccc1 | -5% | 2% | . | 23% | 2% | ? | -0.3% | -6% | 3% | -4 | ?
Cc1c(C)n(CCCN(C)C)c2ncnc(NCc3ccccc3)c12 | . | 2% | ? | -47%[inhibitor] | . | 2% | -1.0% | -4% | -15% | 0 | -3
CC(NS(=O)(=O)/C=C/c1ccccc1)C(=O)NCCc1ccc(S(N)(=O)=O)cc1 (centres undefined) | 1% | -2% | 0% | 1% | -2% | -1% | -0.2% | -16% | 1% | 3 | -25
CCOC(=O)C1=NNC2C(=O)N(C3CCCCC3)C(=O)C12 (centres undefined) | 1% | 6% | 7% | 2% | 6% | -2% | -0.1% | -4% | -7% | 1 | -16
COc1ccc(CNC(=O)COC(=O)CCC2CCCCC2)cc1 | 0% | . | 6% | 4% | 1% | 3% | -0.8% | 0% | 7% | 3 | -26
Cc1ccc(NC(=S)N2CCN(C)CC2)c(C)c1 | -1% | 3% | 37%[activator] | 26% | 1% | ? | -0.1% | -2% | -1% | 0 | -1
CN1CCN(C(=O)C(=O)c2cn(CC(=O)N3CCCC3)c3ccccc23)CC1 | 4% | 2% | -4% | 0% | -1% | 7% | 0.3% | -3% | -1% | 0 | 8
Cc1ccc(C(=O)N[C@H](C(=O)NC2CCCCC2)C(C)C)cc1 | . | 4% | . | 1% | . | 1% | 0.4% | 1% | -1% | . | 22
O=C(Nc1cccc(Br)c1)c1ccc2c(c1)SC1=NS(=O)(=O)CCN12 | . | ? | . | ? | . | -1% | 0.0% | -3% | -6% | . | 11
CCOC(=O)N1CCN(c2c(NCCOC)c(=O)c2=O)CC1 | 1% | 1% | 0% | 21% | -20% | 6% | -0.5% | -1% | -2% | -7 | 22
O=C(NCC1CCCO1)c1ccc(N2CCCCC2)c([N+](=O)[O-])c1 (centres undefined) | 0% | -6% | -15% | -9% | . | ? | -0.4% | -7% | 0% | -6 | -23
Brc1ccc(-c2c(-c3ccsc3)sc3ccccc23)cn1 | . | -2% | . | 0% | . | 2% | -0.2% | 4% | 1% | . | 3
CC(C)Oc1ccc(C(=O)NCc2ccco2)cc1 | -4% | 2% | 17% | -19% | -5% | 6% | 0.4% | -5% | 15% | 3 | 9
O=S(=O)(Nc1ncccn1)c1ccc(Nc2ncnc3ccccc23)cc1 | 1% | 2% | -14% | 28% | -1% | ? | -0.2% | -3% | -3% | 3 | -1
CC(=O)Nc1ccc(NC(=O)COC(=O)CCNS(=O)(=O)c2c(Cl)cccc2Cl)cc1 | . | 2% | . | 10% | . | 3% | -0.2% | -4% | 3% | . | 1

The list goes on.
Structure | GALK inhibitor | ASM inhibitor | Menin MLL FP TR | Integrin act MD | PKM2 act | BCR signal inh | B2AR arrestin | TSG101-PTAP inh | Tb PFK inh | Coupling enz | Giardia kill
Cc1nc2cncc(Br)c2n1C | 1% | 0% | 2% | 16% | -3% | -1% | -0.3% | -1% | -1% | 1 | -18
COc1ccc(OC)c(S(=O)(=O)Nc2ccc(F)cc2)c1 | 0% | 0% | 1% | 26% | -4% | -2% | -0.1% | -2% | -1% | 1 | 22
CCc1nnc(NC(=O)c2ncc(Cl)c(Cl)c2Cl)s1 | 3% | 5% | . | 8% | -5% | 0% | -0.6% | -4% | -4% | . | 3
CC(C)NC(=O)c1onc(CSc2nc3ccccc3[nH]2)c1C(=O)NC(C)C | . | 4% | -3% | -16% | 0% | 6% | -0.5% | -2% | 1% | 5 | 57[activator]
CC(=O)c1ccc(Oc2nc3c(c(=O)n(C)c(=O)n3C)n2C)cc1 | -1% | 2% | -20% | 20% | -4% | 5% | -0.1% | 1% | 0% | 0 | 13
CCSc1cc(N2CCOCC2)nc(-c2ccccc2)n1 | . | . | 0% | -14% | 10% | ? | -2.5% | 2% | 7% | 0 | 7
Nc1n[nH]c(N)c1N=Nc1ccc(F)cc1 | 10% | 0% | ? | 0% | . | ? | -0.7% | -3% | -3% | -2 | -3
Cc1cc(NC(=O)CSc2c(C)[nH]c3ccccc23)no1 | 4% | 11% | -16% | 0% | -12% | -2% | 0.0% | -1% | -21% | 1 | 13
Nn1cnnc1SCC(=O)N1CCc2ccccc2C1 | . | -5% | . | ? | . | -1% | -0.7% | -2% | 3% | . | -3
O=C1N/C(=N\N=C\c2cccs2)SC1Cc1ccc(Cl)cc1Cl (centres undefined) | -4% | -3% | ? | 7% | 4% | -1% | -1.5% | 1% | -2% | 3 | 27
O=C(COC(=O)CNC(=O)c1ccccc1)NC(=O)NC1CCCCC1 | . | 0% | . | ? | . | -1% | -0.8% | -7% | 7% | . | -10
O=c1[nH]nc(-c2ccc(NCCCO)c([N+](=O)[O-])c2)c2ccccc12 | . | -11% | 14% | -9% | . | -16% | -0.3% | -1% | -3% | 2 | 15
COc1ccccc1CNC(=O)C(=O)NCC1CCCO1 (centres undefined) | -2% | 1% | -5% | 5% | -11% | ? | -1.2% | -3% | -6% | -3 | -2
Cc1ccccc1/C=N/n1c(-c2ccccn2)n[nH]c1=S | 11% | -1% | . | 10% | 2% | -8% | -0.5% | -4% | -9% | -6 | -5
Cn1c(=O)c2[nH]c(NCCCN3CCOCC3)nc2n(C)c1=O | 0% | 10% | 5% | 4% | -8% | -7% | -3.9% | -3% | -3% | 1 | -25
Cc1cccc(N2C(=O)CS/C2=N\NC(=O)c2cccnc2)c1C | 1% | 6% | 9% | -7% | 3% | 0% | -0.2% | -2% | 3% | 0 | -22
CC(C)C(C(=O)NCc1ccco1)N(Cc1ccco1)C(=O)CNS(=O)(=O)c1ccccc1 (centres undefined) | 0% | 1% | . | -11% | . | -2% | -0.3% | 2% | 0% | 0 | -6

Compound activity (PubChem)
